Hck Nef HTS: inhibitors of Nef-activated human Hck kinase, primary screen, biochemical, Z-Lyte FRET, 384-well, Hck-YEEI | AID 463187, 2010 | Recombinant Hck-YEEI plus Nef, Z-Lyte FRET kinase assay | Tyrosine-protein kinase HCK (Homo sapiens), P08631 | actives 0.68% (n = 220,000) | inhibition, % at 20 µM;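 active = Hck-Nef kinase inhibition above about 50%, limit read from the data; inactive = inhibition below that limit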;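 also: 0% = DMSO with Hck plus Nef and 100% = Hck alone without Nef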
Mdm2 ligase inh: MDM2-luciferase reporter signal enhancers, primary screen, MDM2 E3 ligase inhibitor project, cell-based, luminescence, 1536-well | signal enhancement, % at 5 µM | actives 0.11% (n = 210,000) | E3 ubiquitin-protein ligase Mdm2 (Homo sapiens), Q00987 | cell-based MDM2 ubiquitination luciferase reporter, 2 h; 0 = plate control, 100 = twice control, blank-subtracted | AID 1230, 2008;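 active = signal enhancement of 30% or more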;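 also: luminescence tracks abundance of the self-degrading MDM2-luciferase fusion protein; higher signal means inhibition of MDM2 E3 ligase activity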
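Buffer or medium: Cells held in DMEM | Assay system: Stable mammalian line carrying autodegrading MDM2–luciferase fusion reporter | Quantity: 2000 cells/well | Times: 4 h settle plus 2 h compound, 37 °C | Doses: One concentration, 5 µM, with 0.2% DMSO | Technique: Luminescence with SteadyLite reagent, 15 min at room temperature | Benchmarks: Plate controls and plate blanks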
Runt-SMMHC FRET: inhibitors of RUNX1 Runt–CBFb-SMMHC binding, primary screen, biochemical, FRET, Cerulean-Runt, Venus-CBFb-SMMHC, uHTS. Runt-related transcription factor 1 (Homo sapiens) + Core-binding factor subunit beta …. Cerulean-Runt/Venus-CBFb-SMMHC FRET ratio 530/480, 1 h. inhibition, % at 20 µM. actives 0.74% (n = 220,000);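 active = mean inhibition across duplicate retests at 20 µM reaching about 50%, limit read from the data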;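 also: 0% = DMSO wells and 100% = wells with excess untagged CBFb-SMMHC; inhibitors lower the FRET ratio by blocking Runt binding to CBFb-SMMHC; some results filed as inactive read as strong as hits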
RBBP9 inh: human RBBP9 inhibitors, primary screen, biochemical, fluorescence polarization, FP-Rh probe, HTS; Serine hydrolase RBBP9 (Homo sapiens), O75884; recombinant RBBP9; inhibition, % at 7.94 µM; actives 0.2% (n = 220,000); AID 1515, 2009;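 active = inhibition above the campaign mean of all tested compounds plus 3 SD, cut at about 14% in these data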;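 also: plate controls were DMSO wells with RBBP9 for no effect and wells lacking RBBP9 protein for full effect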
Target sequence (O75884 whole entry, looked up): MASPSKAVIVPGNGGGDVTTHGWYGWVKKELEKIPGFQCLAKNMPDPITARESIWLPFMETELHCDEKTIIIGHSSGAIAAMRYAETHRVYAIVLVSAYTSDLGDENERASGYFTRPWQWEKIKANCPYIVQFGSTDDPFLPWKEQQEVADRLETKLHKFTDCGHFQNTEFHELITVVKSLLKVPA
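Assay system: recombinant human RBBP9; Reagent: Serine-hydrolase probe FP-Rh, 375 nM pre-mixing; Doses: 7.94 µM single dose, 0.794% DMSO; Incubation: 30 min then 45 min, 25 °C; Detection: fluorescence polarization (mP), excitation 525 nm, emission 598 nm; Evaluation: percent inhibition from mP, scaled between DMSO and no-protein wells.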
Runt-CBFb FRET: inhibitors of RUNX1 Runt–CBFb binding, primary screen, biochemical, FRET, Cerulean-Runt, Venus-CBFb, uHTS; Runt-related transcription factor 1 (Homo sapiens) + Core-binding factor subunit beta …; Cerulean-Runt/Venus-CBFb FRET ratio 530/480, 1 h; inhibition, % at 20 µM; actives 0.46% (n = 220,000);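 active = inhibition over about 50% at 20 µM in the single-dose screen, limit read from the data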;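 also: 0% = DMSO wells and 100% = excess unlabeled CBFb competitor control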
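test system = Cerulean-tagged RUNX1 Runt domain (FRET donor) fusion protein | reagent = Venus-CBFb binding partner, 100 nM | incubation = protein complex preformed 1 h, compound exposure 1 h, room temperature, dark | detection = FRET fluorescence | read-out basis = loss of energy transfer signal | controls = 5 µM unlabeled CBFb as full-inhibition high control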
NPY1 pot ag: NPY-Y1 receptor potentiators or agonists, primary screen, cell-based; Neuropeptide Y receptor type 1 (Homo sapiens), P25929; NPY-Y1 expressing cells, potentiator/agonist activation; activation, % at 3.6 µM; actives 0.37% (n = 220,000); in the data active = activation above about 33%, passing the limit was not always enough;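 also: cells stimulated with NPY at EC10 then isoproterenol at EC100; 0% = low agonist plus stimulus and 100% = saturating agonist plus stimulus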
NPY2 pot ag: NPY-Y2 potentiators or agonists, primary screen, cell-based; cells expressing NPY-Y2, potentiator/agonist read-out; activation, % at 3.6 µM; actives 0.45% (n = 220,000); AID 1359, 2008; in the data active = activation above about 27%;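 also: cells stimulated with NPY near EC25 plus isoproterenol at EC100; 0% = vehicle plus submaximal agonist and 100% = vehicle plus saturating agonist; some results beyond the cut were filed as inactive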
NPY-Y1 antag: NPY-Y1 receptor antagonists, primary screen, cell-based. Neuropeptide Y receptor type 1 (Homo sapiens), P25929. HEK293-CNG Y1 cells, membrane potential fluorescence; NPY at EC95, then isoproterenol. inhibition, % at 3.6 µM. actives 1% (n = 200,000). AID 1040, 2008;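 active = inhibition above the campaign mean inhibition of all tested compounds plus 3 SD, cut at about 20% in these data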;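 also: 0% = DMSO wells given NPY plus isoproterenol and 100% = isoproterenol alone without NPY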
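Material: HEK293 Y1/CNG channel cell line | Also added: NPY (25 nM), isoproterenol (1 µM), Ro 20-1724 (25 µM) | Compound: One concentration, 3.6 µM, in 0.4% DMSO | Schedule: 3 h dye uptake, 1 h room-temperature compound, 45 min post-isoproterenol | Signal: Membrane-potential fluorescent dye readout | Read-out: % inhibition of NPY effect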
p97 inhibitor: inhibitors of human p97 ATPase, primary screen, biochemical; Transitional endoplasmic reticulum ATPase (Homo sapiens), P55072; recombinant p97 ATPase, Kinase-Glo ATP luminescence, 3 h; inhibition, % at 8 µM; actives 0.42% (n = 220,000); AID 1481, 2009; in the data active = inhibition above about 15%;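 also: 0% = DMSO vehicle and 100% = wells lacking enzyme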
Target sequence (P55072 whole entry, looked up): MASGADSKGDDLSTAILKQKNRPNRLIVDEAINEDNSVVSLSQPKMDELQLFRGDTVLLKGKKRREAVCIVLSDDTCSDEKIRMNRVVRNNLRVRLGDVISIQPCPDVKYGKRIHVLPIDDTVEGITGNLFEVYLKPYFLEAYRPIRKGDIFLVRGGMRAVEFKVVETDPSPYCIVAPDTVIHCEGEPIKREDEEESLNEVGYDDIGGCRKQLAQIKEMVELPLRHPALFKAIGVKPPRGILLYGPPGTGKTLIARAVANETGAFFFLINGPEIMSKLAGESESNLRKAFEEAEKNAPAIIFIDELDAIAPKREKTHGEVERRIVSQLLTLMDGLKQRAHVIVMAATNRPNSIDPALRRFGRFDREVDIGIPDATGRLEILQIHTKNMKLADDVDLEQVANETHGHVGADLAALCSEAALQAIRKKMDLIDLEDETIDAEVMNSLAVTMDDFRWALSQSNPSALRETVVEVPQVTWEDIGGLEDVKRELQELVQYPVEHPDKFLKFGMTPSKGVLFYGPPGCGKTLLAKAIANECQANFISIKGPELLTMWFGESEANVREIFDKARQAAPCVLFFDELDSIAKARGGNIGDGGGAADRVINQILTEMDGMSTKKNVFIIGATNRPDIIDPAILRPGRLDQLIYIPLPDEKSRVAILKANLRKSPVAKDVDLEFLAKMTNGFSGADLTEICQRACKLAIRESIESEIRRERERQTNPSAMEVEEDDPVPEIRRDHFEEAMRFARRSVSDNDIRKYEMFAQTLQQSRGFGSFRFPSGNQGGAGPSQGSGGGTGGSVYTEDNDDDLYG
The depositor's hits bear a star; / = not tested or not shown. This is a subset (hit frequency here may not be typical).

Values run as follows: p97 inhibitor, Hck Nef HTS, Runt-CBFb FRET, Runt-SMMHC FRET, NPY2 pot ag, NPY-Y1 antag, RBBP9 inh, NPY1 pot ag, Mdm2 ligase inh
- O=C(C1CCCO1)N1CCC2(CC1)OCCO2 (stereo not given)
 : -6, 6, -1, -2, 10, 0, -10, -10, -6
- C=CCN1C(=O)/C(=C/c2ccc(N3CCOCC3)o2)C(=O)NC1=S
 : 4, 3, -3, -51, 2, 3, 1, 2, -5
- CCc1nc2ccccc2c(=O)n1-c1cccc(OC)c1
 : 3, 0, 1, -6, 3, 1, -1, -4, 1
- CCn1c(O)c(C=NCc2cccs2)c(=O)[nH]c1=O
 : 4, 0, 1, 8, 8, -4, 6, 3, -14
- CCC(C)n1c(O)c(/C=N/N2CCOCC2)c(=O)[nH]c1=S (stereo not given)
 : 0, 3, 0, 0, 12, 6, 4, -2, -6
- O=C(c1ccccc1F)c1cn(CC(=O)N2CCOCC2)c2ccccc12
 : 1, 2, 4, -6, 3, -3, -8, -16, -7
- O=C1C2CCCN2C(c2ccc(Cl)cc2)N1c1ccccn1 (stereo not given)
 : -2, 0, -2, -6, -13, 1, -5, 10, -8
- O=C1NC(=O)C(=Cc2cc3c(cc2[N+](=O)[O-])OCO3)C(=O)N1
 : 6, 31, 20, -62, 3, -4, -3, 21, 3
- COc1ccc(Cn2c(N)c(C(=O)NCc3ccco3)c3nc4ccccc4nc32)cc1
 : 4, 35, 49, 100*, -11, 0, -6, 10, -2
- CCCCOc1ccc(CN2CCN(CC)CC2)cc1
 : 3, -16, -2, 3, -14, 7, -1, -9, /
- Cc1c(C(=O)C(=O)N2CCC3(CC2)OCCO3)c2ccccc2n1C
 : 3, 19, 2, -2, 2, -1, 4, 4, -47
- Cc1ccc(OP(N)(=O)Oc2ccc(C)cc2)cc1
 : 2, -14, -1, -3, -12, -4, 5, -7, 4
- O=C(c1cc(S(=O)(=O)N2CCC3(CC2)OCCO3)ccc1F)N1CCC2(CC1)OCCO2
 : 3, -3, 0, -4, 3, -1, -7, -5, -5
- CCC(C)NC(=O)c1c(N)n(Cc2ccc3c(c2)OCO3)c2nc3ccccc3nc12 (stereo not given)
 : 7, 41, 5, 26, -2, -4, -1, 8, -2
- COc1ccc(C2(C#N)CC[N+](C)(C)CC2)cc1
 : 2, 1, 3, 1, 7, 3, 2, 28, 0
- COc1ccc(C(O)c2cc(OC)ccc2OP(=O)(N(C)C)N(C)C)cc1 (stereo not given)
 : 0, 2, -2, -1, 0, 0, -5, 15, -3
- Cc1cccc(N2C(=O)NC(=O)/C(=C/c3ccc([N+](=O)[O-])o3)C2=O)c1
 : 13, 18, 11, -1, 14, 1, -18, 11, 3
- C[N+]12CN3CN(CN(C3)C1)C2
 : 3, -1, -5, 7, -3, 0, 0, -2, -15
- CNC(=O)O/N=C(\N)Cc1csc2ccc(Cl)cc12
 : 4, 27, 0, 1, -13, /, -7, 17, -11
- CN(C=O)CP(=O)(O)CN(C)C=O
 : 5, -1, 2, 1, -7, -5, -8, -5, -4
- CCCNC(=O)c1c(N)n(CC2CCCO2)c2nc3ccccc3nc12 (stereo not given)
 : 3, 57*, 4, 78*, 4, -5, -9, 13, 2
- O=C1NS(=O)c2cc([N+](=O)[O-])cc([N+](=O)[O-])c21 (stereo not given)
 : 3, 18, 19, 3, 16, 0, -2, 1, -11
- C=CCn1c(O)c(C(C)=NC2CCN(Cc3ccccc3)CC2)c(=O)[nH]c1=O
 : 3, 30, 0, 0, -3, /, -1, 9, /
- O=C(c1cc(Br)ccc1Cl)N1CCC2(CC1)OCCO2
 : 2, 1, -1, -4, 4, 4, 0, 7, -10
- COCc1cc(OC(=O)N(C)C)nc(-c2ccccc2)n1
 : 11, -14, 0, -2, 1, /, -2, 10, -10
- Nc1c(C(=O)NCc2ccco2)c2nc3ccccc3nc2n1Cc1ccccc1
 : 3, 24, 68*, 76*, -22, 3, -6, -29, -7
- Cc1ccc(C)c(NC(=S)NCCc2cnc[nH]2)c1
 : 3, 11, 0, -1, -22, /, -3, -24, -8
- O=[N+]([O-])c1ccc(N2CCNCC2)cc1N1CCCCCC1
 : -1, 8, 0, -2, 2, -3, 5, 22, /
- Cn1c(=O)cc(OCC(=O)N2CCC3(CC2)OCCO3)c2ccccc21
 : 7, -5, 0, -2, 11, -7, -6, 9, 1
- CCCOP(=O)(OCCC)C(NC(=O)c1cc(OC)c(OC)c(OC)c1)c1ccccc1 (stereo not given)
 : 0, 23, -2, -4, 5, -2, -8, 21, -15
- CC(C)CCn1c(N)c(C(=O)NCc2cccs2)c2nc3ccccc3nc21
 : -5, 4, 2, 20, -6, 0, -9, -5, -22
- Cc1ccc2cc(C=C(C#N)C#N)c(Cl)nc2c1
 : 5, 8, -4, -18, 3, 13, -5, -33, 3
- CN(C)CCNC(=O)c1cccn(Cc2cc(C(F)(F)F)cc(C(F)(F)F)c2)c1=O
 : 5, 21, -4, 2, 3, 4, -3, 0, -10
- CCOP(=O)(OCC)C(NC(=O)c1cccc(C)c1)C(Cl)(Cl)Cl (stereo not given)
 : 8, 11, 0, -7, 6, /, 14, 2, -10
- O=c1[nH]c(=O)n(-c2ccc(Br)cc2)c(O)c1C=NC(CO)(CO)CO
 : 0, 18, -1, -1, -4, /, -2, -11, 1
- CC1CC2(O)c3nonc3CCC2N1O (stereo not given)
 : 6, 2, 0, -3, -3, 0, -6, 12, -26
- O=C(NCCCN1CCOCC1)C(Cl)(Cl)Cl
 : 6, 4, 0, -1, -3, 4, -8, 1, -9
- CCC(=NCCN1CCOCC1)c1c(O)n(-c2ccccc2C)c(=O)[nH]c1=O
 : 6, -1, 2, 4, 3, 12, 2, 8, -22
- COC(=O)CN1C(=O)CN=C(c2ccccc2Cl)c2cc(Br)ccc21
 : 0, 1, 0, 2, 15, /, -9, 4, -9
- CCN(CC)C(=O)c1ccc(NC(=O)Nc2ccccc2F)cc1
 : -80, -6, 0, 2, 0, 6, -5, 8, -59
- O=C(/C=C/c1ccccc1)NCCc1cnc[nH]1
 : 4, 15, 2, -3, -3, 2, -2, -4, 14
- c1nc2nc3c(c(N4CCNCC4)n2n1)CCCC3
 : 3, 22, 1, 4, -1, /, -2, -10, /
- COc1cc(OC)c(OC)cc1CNCCc1ccc(OC)c(OC)c1
 : 5, 6, -2, -2, -1, 4, -11, -1, -15
- COc1cccc(N2C(=O)NC(=O)C3(Cc4cc(C)ccc4N(C)C3)C2=O)c1 (stereo not given)
 : -2, -1, 2, 9, -8, 4, -5, -14, -12
- CN(C)P1(N(C)C)=NC(C(F)(F)F)=NC(C(F)(F)F)=N1
 : 6, -3, 2, -2, 13, -4, -2, 21, -4
- Cn1cc(C(=O)c2ccccc2)c2ccccc21
 : 1, 3, 1, 2, -14, 0, -8, 8, -37
- Nc1ccccc1C(=O)OC1CSC1
 : -1, -1, 0, 5, 8, 7, -11, -7, -4
- CC1(C)COC(Nc2cccc(Cl)c2)=N1
 : 3, -2, 0, -1, -4, 3, 7, 13, -7
- Cc1oc(-c2ccc(F)cc2F)nc1CN1C[C@@H]2C[C@@H](C1)c1cccc(=O)n1C2
 : 0, 4, 0, 1, -5, 2, 2, 7, -5
- O=C1NC(=S)N(C2CC2)C(=O)/C1=C/c1ccc2c(c1)CCN2CCCCl
 : 2, 24, 8, 1, -4, -1, -5, 9, -16
- CCN1C(=O)/C(=C\c2ccc([N+](=O)[O-])s2)C(=O)NC1=S
 : 5, 89*, /, 24, 4, 5, -2, 16, -14
- COc1ccc(N/N=C/c2c(O)n(-c3cccc(C)c3)c(=O)[nH]c2=O)cc1
 : 5, 27, -3, -14, 2, -6, -6, 8, -6

Shown comma-delimited: twelve of the compounds above
canonical_smiles,p97 inhibitor,Hck Nef HTS,Runt-CBFb FRET,Runt-SMMHC FRET,NPY2 pot ag,NPY-Y1 antag,RBBP9 inh,NPY1 pot ag,Mdm2 ligase inh
O=C(/C=C/c1ccccc1)NCCc1cnc[nH]1,4,15,2,-3,-3,2,-2,-4,14
c1nc2nc3c(c(N4CCNCC4)n2n1)CCCC3,3,22,1,4,-1,/,-2,-10,/
COc1cc(OC)c(OC)cc1CNCCc1ccc(OC)c(OC)c1,5,6,-2,-2,-1,4,-11,-1,-15
COc1cccc(N2C(=O)NC(=O)C3(Cc4cc(C)ccc4N(C)C3)C2=O)c1 (stereo not given),-2,-1,2,9,-8,4,-5,-14,-12
CN(C)P1(N(C)C)=NC(C(F)(F)F)=NC(C(F)(F)F)=N1,6,-3,2,-2,13,-4,-2,21,-4
Cn1cc(C(=O)c2ccccc2)c2ccccc21,1,3,1,2,-14,0,-8,8,-37
Nc1ccccc1C(=O)OC1CSC1,-1,-1,0,5,8,7,-11,-7,-4
CC1(C)COC(Nc2cccc(Cl)c2)=N1,3,-2,0,-1,-4,3,7,13,-7
Cc1oc(-c2ccc(F)cc2F)nc1CN1C[C@@H]2C[C@@H](C1)c1cccc(=O)n1C2,0,4,0,1,-5,2,2,7,-5
O=C1NC(=S)N(C2CC2)C(=O)/C1=C/c1ccc2c(c1)CCN2CCCCl,2,24,8,1,-4,-1,-5,9,-16
CCN1C(=O)/C(=C\c2ccc([N+](=O)[O-])s2)C(=O)NC1=S,5,89*,/,24,4,5,-2,16,-14
COc1ccc(N/N=C/c2c(O)n(-c3cccc(C)c3)c(=O)[nH]c2=O)cc1,5,27,-3,-14,2,-6,-6,8,-6
